RAM inhibit: inhibitors of the yeast RAM network, primary screen, dse1pr::URA3 reporter, 5-FOA selection. S. cerevisiae dse1pr::URA3 reporter, 5-FOA growth OD615, 2 d; analog-sensitive cbk1-as2 kinase mutant strain. inhibition, % at 50 µM. 190,000 compounds, 1.8% hits. AID 868, 2007;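 active = inhibition above a set limit, 3 SD over mean compound inhibition, cut at about 8.4% in these data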;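 note: 0% = DMSO-only wells with no growth and 100% = 10 µM 1-NA-PP1 full growth; inhibition rescues growth on 5-FOA so higher OD means more RAM inhibition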
STAT1 act: STAT1 signaling activators, primary screen, cell-based, HTS, luciferase reporter. NIH 3T3 STAT1-luciferase reporter, IFN-gamma, luminescence; 100% = IFN-gamma alone, no compound. activation (% of control), % at 5.5 µM. 200,000 compounds, 2.6% hits;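 active = activation above the screen-wide mean activation plus 3 SD, cut at about 130% in these data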;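 note: raw ratio to IFN-gamma control signal so 100% means no change and 0% no light; values of inactives mirror those of a sister screen read the other way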
STAT3 act: IL-6 driven STAT3 reporter potentiators, primary screen, U3A cells, luciferase, luminescence, MLSCN library; IL-6 STAT3-luciferase reporter; 100% = signal with IL-6 EC80 alone; activation (% of control), % at 5.6 µM; 190,000 compounds, 0.91% hits; AID 871, 2007;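 active = activation above the screen-wide mean of compound activation plus 3 SD, cut at about 130% in these data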;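 note: 0% = background luminescence of wells with medium and substrate only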
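Test system: human U3A cells carrying STAT3-luciferase construct; control set: IL-6-only wells as 100% reference; timing: compound pre-incubation 1 h before IL-6, then 6 h stimulation at 37 °C; also added: IL-6 stimulus at 33 ng/mL final; evaluation: % activation versus median of IL-6-stimulated wells; detection: reporter luminescence signal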
APP 5'UTR act: activators of APP 5'UTR luciferase reporter, primary screen, SH-SY5Y cells; activation, % at 2 µM; AID 1276, 2008; 190,000 compounds, 1% hits; SH-SY5Y APP 5'UTR luciferase reporter, luminescence; zero percent = DMSO vehicle wells;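 active = activation above a set limit, based on mean plus 3 SD of controls, cut at about 140% in these data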; note: values of inactives mirror those of a sister screen read the other way
STAT1 inh: STAT1 signaling inhibitors, primary screen, cell-based, HTS, luciferase reporter; NIH 3T3 STAT1-luciferase reporter, IFN-gamma, luminescence; AID 920, 2007; 200,000 compounds, 0.35% hits; inhibition, % at 5.5 µM;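 active = inhibition above a set limit, the mean inhibition across all tested compounds plus 3 SD, cut at about 34% in these data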;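 note: 0% = IFN-gamma with DMSO and 100% = IFN-gamma with 300 µM nifuroxazide; values of inactives mirror those of a sister screen read the other way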
APP transl inh: inhibitors of APP translation via 5'UTR reporter, primary screen, APP 5'UTR luciferase, SH-SY5Y cells | SH-SY5Y APP 5'UTR-luciferase reporter, luminescence | inhibition, % at 2 µM | 190,000 compounds, 0.82% hits | AID 1285, 2008;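 active = inhibition above a set limit, derived from the sample mean plus 3 SD, cut at about 45% in these data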; note: values of inactives mirror those of a sister screen read the other way
NF-kB neuron act: activators of NF-kB expression in neurons, primary screen, cell-based, HTS. fold change at 12.5 µM. AID 1239, 2008. 190,000 compounds, 1.6% hits. human neuronal cells, NF-kB reporter expression; active compounds read high; in the data active = fold change above about 3.3
Hsp70 act: Hsp70 transcriptional activators, primary screen, cell-based, HeLa, Hsp70 promoter luciferase, luminescence, 10 µM | activation, % at 10 µM | HeLa Hsp70 promoter luciferase reporter; scaled: vehicle 0, proteasome-inhibitor control 100% | 200,000 compounds, 0.04% hits | AID 1203, 2008;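 active = activation above the mean across all tested compounds plus 3 SD, cutoff set per campaign, cut at about 5.5% in these data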;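 note: 100% = MG132 at 30 µM as the positive control and 0% = DMSO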
STAT3 blocker: IL-6 driven STAT3 reporter inhibitors, primary screen, U3A cells, luciferase, luminescence, MLSCN library; IL-6 STAT3-luciferase reporter; host cell line lacks STAT1; inhibition, % at 5.5 µM; 190,000 compounds, 0.89% hits;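 active = inhibition above the mean inhibition across all screened compounds plus 3 SD, cut at about 44% in these data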;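 note: 0% = DMSO only wells and 100% = 100 µM nifuroxazide control wells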
FLuc inhib CS: firefly luciferase enzyme inhibitors, primary screen, artefact control for luciferase-based inhibitor screens, biochemical, luminescence, ATPLite | 10 min | inhibition, % at 10 µM | 200,000 compounds, 1.5% hits | AID 1006, 2008;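 active = inhibition above about 50% when tested at 10 µM, limit read from the data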
Target sequence (P08659 whole entry, looked up): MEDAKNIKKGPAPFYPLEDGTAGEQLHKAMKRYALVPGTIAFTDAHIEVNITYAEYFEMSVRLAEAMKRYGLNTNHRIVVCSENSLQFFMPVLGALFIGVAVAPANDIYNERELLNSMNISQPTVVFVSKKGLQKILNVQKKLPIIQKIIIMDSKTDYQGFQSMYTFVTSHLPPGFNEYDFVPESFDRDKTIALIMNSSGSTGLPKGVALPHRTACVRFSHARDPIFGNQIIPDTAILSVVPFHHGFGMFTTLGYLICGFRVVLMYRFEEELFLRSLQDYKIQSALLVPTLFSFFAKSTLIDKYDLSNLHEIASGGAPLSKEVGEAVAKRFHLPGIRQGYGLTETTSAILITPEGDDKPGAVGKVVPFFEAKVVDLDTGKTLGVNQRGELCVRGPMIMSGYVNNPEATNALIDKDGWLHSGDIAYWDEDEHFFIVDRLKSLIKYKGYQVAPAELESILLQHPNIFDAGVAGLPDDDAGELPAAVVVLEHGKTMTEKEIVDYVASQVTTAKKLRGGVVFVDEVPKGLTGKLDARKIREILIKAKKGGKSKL
Numbers without * were called inactive.

Preview:
What do the screens show for `O=C(Cc1ccccc1)N1CCC(C(=O)N2CCN(c3ccc(F)cc3)CC2)CC1`?
RAM inhibit: -0.6; STAT1 act: 90; STAT3 act: 90; APP 5'UTR act: 3; STAT1 inh: 11; APP transl inh: -3; NF-kB neuron act: 1.1; Hsp70 act: 0.0; STAT3 blocker: 15; FLuc inhib CS: -5

Results for Cc1cc(C)cc(NC(=O)N2CCN(C/C=C/c3ccccc3)CC2)c1 ?
RAM inhibit: -0.5; STAT1 act: 94; STAT3 act: 104; APP 5'UTR act: 17; STAT1 inh: 5; APP transl inh: -17; NF-kB neuron act: 0.81; Hsp70 act: 0.2; STAT3 blocker: 1; FLuc inhib CS: 2

The list itself (from the top)
What do the screens show for `O=C(Cc1ccccc1)N1CCC(C(=O)N2CCN(c3ccc(F)cc3)CC2)CC1`?
RAM inhibit: -0.6; STAT1 act: 90; STAT3 act: 90; APP 5'UTR act: 3; STAT1 inh: 11; APP transl inh: -3; NF-kB neuron act: 1.1; Hsp70 act: 0.0; STAT3 blocker: 15; FLuc inhib CS: -5

Results for Cc1cc(C)cc(NC(=O)N2CCN(C/C=C/c3ccccc3)CC2)c1 ?
RAM inhibit: -0.5; STAT1 act: 94; STAT3 act: 104; APP 5'UTR act: 17; STAT1 inh: 5; APP transl inh: -17; NF-kB neuron act: 0.81; Hsp70 act: 0.2; STAT3 blocker: 1; FLuc inhib CS: 2

Results for CCOC(=O)N1CCC(=NNC(=O)NC2CCCCC2)CC1 ?
RAM inhibit: 1.7; STAT1 act: 108; STAT3 act: 102; APP 5'UTR act: 27; STAT1 inh: -8; APP transl inh: -27; Hsp70 act: -0.2; STAT3 blocker: 4; FLuc inhib CS: -2

How did Cc1ccc(NC(=S)N=Nc2c(O)n(C)c3ccc(S(=O)(=O)N4CCOCC4)cc23)cc1C do in these assays?
RAM inhibit: 9.4*; STAT1 act: 100; STAT3 act: 105; APP 5'UTR act: -70; STAT1 inh: 0; APP transl inh: 70*; NF-kB neuron act: 0.92; Hsp70 act: -0.4; STAT3 blocker: -2; FLuc inhib CS: -3

What do the screens show for `CCNc1nc(Cl)nc(NCc2ccccc2)n1`?
RAM inhibit: 4.7; STAT1 act: 99; STAT3 act: 113; APP 5'UTR act: 2; STAT1 inh: 1; APP transl inh: -2; NF-kB neuron act: 1.1; Hsp70 act: 0.2; STAT3 blocker: -16; FLuc inhib CS: -7

How did Cc1cc(CNC(=O)COc2ccc([N+](=O)[O-])cc2)c2ccccc2n1 do in these assays?
RAM inhibit: 0.4; STAT1 act: 91; STAT3 act: 93; APP 5'UTR act: -9; STAT1 inh: 11; APP transl inh: 9; NF-kB neuron act: 1.2; Hsp70 act: -0.3; STAT3 blocker: 13; FLuc inhib CS: 7

How did Cc1cc(NC(=O)CN2CCCC(C)C2)no1 (configuration not stated) do in these assays?
RAM inhibit: -1.6; STAT1 act: 105; STAT3 act: 104; APP 5'UTR act: 22; STAT1 inh: -7; APP transl inh: -22; NF-kB neuron act: 1.1; Hsp70 act: 0.0; STAT3 blocker: -2; FLuc inhib CS: -5

Results for CCOC(=O)c1sc2nc(C)c3c(c2c1N)CC(C)(C)OC3 ?
RAM inhibit: 0.8; STAT1 act: 99; STAT3 act: 76; APP 5'UTR act: 3; STAT1 inh: 1; APP transl inh: -3; NF-kB neuron act: 1.1; Hsp70 act: -0.2; STAT3 blocker: 26; FLuc inhib CS: 0

Results for CCOC(=O)CNC(=O)N1c2ccccc2Sc2ccccc21 ?
RAM inhibit: 2.6; STAT1 act: 99; STAT3 act: 90; APP 5'UTR act: 0; STAT1 inh: 0; APP transl inh: 0; NF-kB neuron act: 0.98; Hsp70 act: 0.1; STAT3 blocker: 16; FLuc inhib CS: -9

Results for Cc1ccc(C(=O)Nc2nnc(-c3ccco3)o2)cc1C ?
RAM inhibit: 0.1; STAT1 act: 92; STAT3 act: 92; APP 5'UTR act: 0; STAT1 inh: 9; APP transl inh: 0; NF-kB neuron act: 1.3; Hsp70 act: -0.2; STAT3 blocker: 4; FLuc inhib CS: 20

How did CCCC(=O)NC(=S)Nc1ccccc1C(=O)OC do in these assays?
RAM inhibit: 0.0; STAT1 act: 105; STAT3 act: 100; APP 5'UTR act: -5; STAT1 inh: -5; APP transl inh: 5; NF-kB neuron act: 0.94; Hsp70 act: -0.2; STAT3 blocker: 4; FLuc inhib CS: -9

How did CCOc1ccc(Br)cc1CC(=O)O do in these assays?
RAM inhibit: 0.9; STAT1 act: 87; STAT3 act: 93; APP 5'UTR act: 5; STAT1 inh: 14; APP transl inh: -5; NF-kB neuron act: 1.1; Hsp70 act: -0.3; STAT3 blocker: 14

Results for CN(C)c1nccc(N(Cc2ccccc2)Cc2ccccc2)c1C#N ?
RAM inhibit: 0.7; STAT1 act: 108; STAT3 act: 108; APP 5'UTR act: 5; STAT1 inh: -8; APP transl inh: -5; NF-kB neuron act: 1.3; Hsp70 act: -0.2; STAT3 blocker: -9; FLuc inhib CS: 0

What do the screens show for `COc1ccccc1CCNC(=O)C1CCCO1` (configuration not stated)?
RAM inhibit: 1.0; STAT1 act: 103; STAT3 act: 105; APP 5'UTR act: -9; STAT1 inh: -4; APP transl inh: 10; NF-kB neuron act: 1.1; Hsp70 act: 0.9; STAT3 blocker: -4; FLuc inhib CS: 1

Results for Cc1c(/C=N/NC(=O)COc2ccccc2[N+](=O)[O-])c2ccccc2n1C ?
RAM inhibit: 5.9; STAT1 act: 96; STAT3 act: 111; APP 5'UTR act: -11; STAT1 inh: 5; APP transl inh: 12; NF-kB neuron act: 0.91; Hsp70 act: -0.2; STAT3 blocker: -10; FLuc inhib CS: -3

Results for Cc1cc(C)cc(C(=O)NCC(=O)OCC(=O)NCC(F)(F)F)c1 ?
RAM inhibit: -0.1; STAT1 act: 100; STAT3 act: 111; APP 5'UTR act: -2; STAT1 inh: -2; APP transl inh: 2; NF-kB neuron act: 0.99; Hsp70 act: -0.2; STAT3 blocker: -5; FLuc inhib CS: -3

Results for O=C(CSc1ccc(Cl)cc1)NCc1ccco1 ?
RAM inhibit: 0.4; STAT1 act: 98; STAT3 act: 97; APP 5'UTR act: 0; STAT1 inh: 0; APP transl inh: 0; NF-kB neuron act: 1.2; Hsp70 act: -0.4; STAT3 blocker: 6; FLuc inhib CS: 4

How did COC(=O)C1CCN(C(=O)COC(=O)CC(NC(N)=O)c2ccc(Cl)cc2)CC1 (configuration not stated) do in these assays?
RAM inhibit: 0.3; STAT1 act: 99; STAT3 act: 98; APP 5'UTR act: 17; STAT1 inh: -1; APP transl inh: -17; NF-kB neuron act: 1; Hsp70 act: -0.4; STAT3 blocker: 6; FLuc inhib CS: -6

How did CSc1ncccc1C(=O)OCC(=O)N(CC(C)C)C1CCS(=O)(=O)C1 (configuration not stated) do in these assays?
RAM inhibit: 3.7; STAT1 act: 107; STAT3 act: 95; APP 5'UTR act: 4; STAT1 inh: -7; APP transl inh: -4; NF-kB neuron act: 0.91; Hsp70 act: -0.2; STAT3 blocker: 15; FLuc inhib CS: -4

How did CCOC(=O)N1CCC(n2c(SCC(=O)N3CCC(C)CC3)nc3ccccc3c2=O)CC1 do in these assays?
RAM inhibit: 8.0; STAT1 act: 92; STAT3 act: 83; APP 5'UTR act: 11; STAT1 inh: 9; APP transl inh: -11; NF-kB neuron act: 0.36; Hsp70 act: -0.5; STAT3 blocker: 25; FLuc inhib CS: -2

What do the screens show for `COc1ccc(S(=O)(=O)CC2(O)CCN(C(=O)CC(C)C)CC2)cc1`?
RAM inhibit: 0.1; STAT1 act: 101; STAT3 act: 104; APP 5'UTR act: -5; STAT1 inh: -1; APP transl inh: 5; NF-kB neuron act: 1.2; Hsp70 act: -0.2; STAT3 blocker: 4; FLuc inhib CS: -1

How did O=C(NCC(c1cccnc1)N1CCOCC1)NC1CCCCC1 (configuration not stated) do in these assays?
RAM inhibit: 0.9; STAT1 act: 103; STAT3 act: 95; APP 5'UTR act: 8; STAT1 inh: -5; APP transl inh: -8; NF-kB neuron act: 1.1; Hsp70 act: -0.1; STAT3 blocker: 8; FLuc inhib CS: 1

Results for CCOC(=O)C1=C(C)NC2=C(C(=O)c3ccccc32)C1c1cccnc1 (configuration not stated) ?
RAM inhibit: 0.8; STAT1 act: 88; STAT3 act: 95; APP 5'UTR act: -4; STAT1 inh: 11; APP transl inh: 4; NF-kB neuron act: 0.71; Hsp70 act: -0.1; STAT3 blocker: 10; FLuc inhib CS: -3

How did CCOC(=O)C1CCN(C(=O)c2n[nH]c(=O)c3ccccc23)CC1 do in these assays?
RAM inhibit: 1.1; STAT1 act: 108; STAT3 act: 95; APP 5'UTR act: 1; STAT1 inh: -8; APP transl inh: -1; NF-kB neuron act: 1.1; Hsp70 act: -0.1; STAT3 blocker: 7; FLuc inhib CS: -9

What do the screens show for `Cc1csc(NC(=O)c2ccc(N3CCCC3=O)cc2)n1`?
RAM inhibit: 2.1; STAT1 act: 39; STAT3 act: 25; APP 5'UTR act: 47; STAT1 inh: 65*; APP transl inh: -47; NF-kB neuron act: 1.4; Hsp70 act: -0.6; STAT3 blocker: 89*; FLuc inhib CS: 89*

How did O=[N+]([O-])c1ccc(/C=N/n2c(COc3ccccc3)n[nH]c2=S)cc1 do in these assays?
RAM inhibit: 6.5; STAT1 act: 103; STAT3 act: 104; APP 5'UTR act: 4; STAT1 inh: -4; APP transl inh: -4; NF-kB neuron act: 0.95; Hsp70 act: -0.1; STAT3 blocker: 7; FLuc inhib CS: -10

What do the screens show for `CC(C)C(O)(C#CCN1CCCC1)c1ccccc1` (configuration not stated)?
RAM inhibit: 2.4; STAT1 act: 111; STAT3 act: 100; APP 5'UTR act: -6; STAT1 inh: -12; APP transl inh: 6; NF-kB neuron act: 1.1; Hsp70 act: -0.3; STAT3 blocker: 3; FLuc inhib CS: -4

How did CCOc1ccc(OCC)c(NC(=O)C2CCCN(c3nc(C)cc(C)n3)C2)c1 (configuration not stated) do in these assays?
RAM inhibit: 0.5; STAT1 act: 95; STAT3 act: 104; APP 5'UTR act: 13; STAT1 inh: 5; APP transl inh: -14; NF-kB neuron act: 1.1; Hsp70 act: -0.2; STAT3 blocker: 2; FLuc inhib CS: -8

Results for O=C(CCc1nc2ccccc2c(=O)[nH]1)OCC(=O)N1CCc2ccccc21 ?
RAM inhibit: 2.2; STAT1 act: 97; STAT3 act: 96; APP 5'UTR act: 11; STAT1 inh: 2; APP transl inh: -11; NF-kB neuron act: 1.3; Hsp70 act: -0.5; STAT3 blocker: 7; FLuc inhib CS: -1

What do the screens show for `COc1cccc(S(=O)(=O)N2CCN(c3ccccc3F)CC2)c1`?
RAM inhibit: 4.7; STAT1 act: 92; STAT3 act: 96; APP 5'UTR act: -13; STAT1 inh: 10; APP transl inh: 13; NF-kB neuron act: 0.97; Hsp70 act: -0.1; STAT3 blocker: 8; FLuc inhib CS: -5

Screening data (PubChem)
